# Mdm2 MdmX PPI: inhibitors of human Mdm2/MdmX interaction; inhibition, % at 8 µM; hit rate 3% among 330,000; AID 485346; O15151+Q00987; SaOS-2 split-luciferase Mdm2/MdmX complementation, luminescence;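 active = inhibition of at least 50% at 8 µM in the primary screen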
# Jurkat NFkB inh: inhibitors of the PMA/ionomycin-induced NF-kB reporter in Jurkat cells | PMA/ionomycin-induced NF-kB luciferase reporter, luminescence | inhibition, % at 4 µM | hit rate 0.53% among 330,000; in the data active = inhibition above about 50%
# EBI2 antag: antagonists of human EBI2 receptor; P32249; EBI2 beta-arrestin recruitment, luminescence, 7a,25-OHC stimulated; inhibition, % at 5 µM; hit rate 0.81% among 360,000; AID 651636; in the data active = inhibition above about 38%;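 also: enzyme fragment complementation signal reports receptor beta-arrestin coupling in cells; 0% = agonist plus DMSO wells and 100% = wells without agonist; some results beyond the cut were filed as inactive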
# Target sequence (P32249 whole entry, looked up, the tested form may be a part): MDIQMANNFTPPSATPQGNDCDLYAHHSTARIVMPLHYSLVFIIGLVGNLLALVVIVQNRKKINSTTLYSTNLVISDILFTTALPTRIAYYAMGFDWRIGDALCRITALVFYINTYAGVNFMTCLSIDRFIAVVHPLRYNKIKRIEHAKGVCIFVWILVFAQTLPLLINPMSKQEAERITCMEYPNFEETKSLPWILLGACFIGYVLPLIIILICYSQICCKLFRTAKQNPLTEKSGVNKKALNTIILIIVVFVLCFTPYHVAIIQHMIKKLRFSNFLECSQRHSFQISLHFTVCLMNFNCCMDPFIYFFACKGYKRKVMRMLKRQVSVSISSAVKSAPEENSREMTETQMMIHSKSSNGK
# 697 NFkB inh: lowers PMA/ionomycin-induced NF-kB signal in 697 B cells. 697 B-cell NF-kB luciferase reporter, 16 h. inhibition, % at 4 µM. hit rate 0.33% among 330,000; in the data active = inhibition above about 35%
# UPR CHOP act: activators of apoptotic arm of unfolded protein response (CHOP) | CHO-CHOP luciferase reporter, UPR activation, luminescence; percent of tunicamycin response over DMSO baseline | activation, % at 10 µM | hit rate 0.34% among 330,000;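 active = at 10 µM dose, activation of 40% or more, normalized to positive control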;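 also: 100% = tunicamycin at 10 µg/mL and 0% = DMSO alone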
#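 System: CHO-CHOP luciferase reporter cell line | Buffer or medium: F12 medium containing 10% fetal bovine serum | Doses: One dose, 10 µM in 0.5% DMSO | Times: 6 h compound exposure at 37 °C after overnight seeding | Signal: Luciferase luminescence | Read-out: % activation vs tunicamycin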
# UPR XBP1 act: adaptive UPR (XBP1) activation; hit rate 0.33% among 330,000; CHO-XBP1 luciferase reporter, IRE1-XBP1 UPR activation, luminescence; percent of tunicamycin response, DMSO as zero; activation, % at 20 µM; AID 463104;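 active = versus positive control, 20 µM dose yields 30% or more activation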;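 also: 100% = tunicamycin at 10 µg/mL and 0% = DMSO only wells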
#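 Assay system: IRE1-XBP1 luciferase reporter CHO line. Input: 1000 cells/well. Buffer or medium: F12 with 10% serum. Doses: 20 µM, 1% DMSO. Times: overnight seeding at 37 °C, 6 h compound treatment at 37 °C. Technique: Steady-Glo luciferase glow luminescence, 10 min after reagent addition.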
# CCR6 antag: antagonists of human CCR6 receptor; AID 493098; P51684; hit rate 0.49% among 340,000; inhibition, % at 20 µM; CHO-K1 CCR6 PathHunter beta-arrestin, luminescence, CCL20-stimulated;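 active = compounds whose inhibition of the agonist-driven luminescence signal at 20 µM reaches about 50%, limit read from the data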;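 also: cells stimulated with CCL20 at 14 nM final; plate controls were DMSO with CCL20 for no effect and DMSO without agonist for full effect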
# Target sequence (P51684 whole entry, looked up): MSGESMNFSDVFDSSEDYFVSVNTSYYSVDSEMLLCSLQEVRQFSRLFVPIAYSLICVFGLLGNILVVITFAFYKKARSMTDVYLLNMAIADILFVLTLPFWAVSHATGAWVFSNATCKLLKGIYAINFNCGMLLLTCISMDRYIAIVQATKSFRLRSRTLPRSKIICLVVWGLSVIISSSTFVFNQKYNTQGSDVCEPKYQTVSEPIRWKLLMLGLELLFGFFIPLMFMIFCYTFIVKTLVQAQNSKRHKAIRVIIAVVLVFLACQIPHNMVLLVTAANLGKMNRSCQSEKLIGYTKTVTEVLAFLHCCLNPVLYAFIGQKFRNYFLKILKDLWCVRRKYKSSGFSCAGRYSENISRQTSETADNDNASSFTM
# CXCR6 inh: blocks human CXCR6 beta-arrestin recruitment | inhibition, % at 20 µM | hit rate 0.36% among 360,000 | CHO-K1 PathHunter CXCR6 beta-arrestin, luminescence | O00574; in the data active = inhibition above about 34%, passing the limit was not always enough;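 also: antagonist mode with CXCL16 agonist at 10 nM final; 0% = 10 nM CXCL16 with DMSO and 100% = unstimulated wells without agonist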
# Target sequence (O00574 whole entry, looked up): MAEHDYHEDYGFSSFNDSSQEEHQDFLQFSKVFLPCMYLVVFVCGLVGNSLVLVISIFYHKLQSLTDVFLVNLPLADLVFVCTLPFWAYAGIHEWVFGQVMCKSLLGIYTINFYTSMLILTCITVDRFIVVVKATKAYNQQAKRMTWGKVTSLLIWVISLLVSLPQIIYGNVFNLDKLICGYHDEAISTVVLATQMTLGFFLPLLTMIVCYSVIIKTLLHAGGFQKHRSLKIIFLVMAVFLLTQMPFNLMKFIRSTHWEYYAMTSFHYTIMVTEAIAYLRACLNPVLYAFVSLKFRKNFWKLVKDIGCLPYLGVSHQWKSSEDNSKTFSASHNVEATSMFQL
# Gli-Sufu block: blocks Gli-Sufu signaling in a luciferase reporter; AID 588413; Sufu-KO-LIGHT fibroblasts, Gli luciferase reporter luminescence; hit rate 0.74% among 340,000; inhibition, % at 5 µM;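 active = inhibition above about 55%, limit read from the data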;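 also: 0% = DMSO-treated cells and 100% = wells with medium but no cells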
# An asterisk follows results filed as active; x = no result given.
SMILES	Mdm2 MdmX PPI	Jurkat NFkB inh	EBI2 antag	697 NFkB inh	UPR CHOP act	UPR XBP1 act	CCR6 antag	CXCR6 inh	Gli-Sufu block
C[C@H]1NS(=O)(=O)c2ccc(Br)cc2O[C@H]1c1ccccc1	27	x	-3	-4	2.1	0	22	3	6
BrC(=C\c1ccccc1)/C=N/Nc1nc2ccccc2[nH]1	9	-13	-36	-35	3.9	3	20	-3	51
Cc1ccc(S(=O)(=O)N2CCCCC2)cc1NC(=O)[C@@H]1CCCN1C(=O)c1cccs1	-34	-10	-4	-25	2.4	-1	-1	2	3
O=S(=O)(c1ccc2ccccc2c1)N1CCN(C(=S)Nc2ccccc2F)CC1	7	5	-2	13	1.1	3	6	-4	5
COc1cc2c(cc1OC)C1(Nc3c-2c(Cc2ccccc2)nn3-c2ccccc2)C(=O)Nc2ccccc21 (configuration not stated)	22	19	17	4	3.6	1	16	8	2
COc1cc(C(C)=O)ccc1OCC(O)Cn1nc(C)c(Br)c1C (configuration not stated)	-6	2	4	-7	3.5	-1	0	-8	11
CCc1noc(N)c1C(=O)Nc1ccc(F)c(Cl)c1	14	-2	-4	8	-0.7	-2	-15	0	-15
CCCCn1c(=N)n(CC(=O)c2ccc(OC)cc2)c2ccccc21	79*	36	x	-5	-0.7	-3	x	x	x
Clc1ccc(/C=N\Nc2ccccc2)cc1	-2	6	30	14	4.1	4	14	0	-3
CCN(CC)S(=O)(=O)c1ccc(N2CCOCC2)c(NC(=O)CC(C)(C)C)c1	12	1	-6	17	1.2	2	8	-2	8
CCOC(=O)c1cc(NC(=O)c2cnccn2)cc(C(=O)OCC)c1	7	7	4	24	-1.5	-2	-22	13	0
CN(C(=O)COc1ccccc1C(=O)NCCc1ccccc1)c1ccccc1	-24	-27	15	-13	8.6	2	-2	-1	6
Cc1nc2sc(C#N)c(N)c2c2c1CCCC2	27	-10	-1	-4	-0.9	3	6	-8	5
Cc1c(C)c2ccc(OC(C)C(=O)N3CC[C@@]4(O)CCCC[C@H]4C3)cc2oc1=O (some centres not stated)	21	-7	-1	-9	0.5	-2	3	-3	3
Cc1ccccc1OCC(O)CNC1CCC(NCC(O)COc2ccccc2C)CC1 (configuration not stated)	100*	97*	-54	26	56*	43*	13	-8	26
O=C(O)CCc1nn2c3ccccc3n(CCO)c2nc1=O	-25	-2	-17	9	1.1	2	-11	-2	-2
O=C1c2nc3cc(-c4ccco4)[nH]n3c(=O)c2CN1C1CCCCC1	8	-14	-3	-15	5.3	1	5	0	-11
O=C(O)c1ccc(S(=O)(=O)N2CCCCCC2)cc1	4	-16	-1	-9	-0.7	0	0	-3	2
COc1cc(CC(=O)N(CC(C)C)C2CCS(=O)(=O)C2)cc(OC)c1OC (configuration not stated)	8	-1	2	-6	0.0	-4	9	6	3
N/C(=N\OC(=O)CSc1ccccc1)c1ccccn1	-28	-92	-6	-63	3.4	1	-7	-3	-34
COc1ccc(CNC(=O)c2sc(=S)n(-c3ccc(OC)cc3)c2N)cc1	12	12	3	23	-0.9	-2	3	7	-1
CCC(C)CCN1CCN=C1Nc1ccccc1 (configuration not stated)	-4	3	-5	-2	-0.5	-1	7	6	0
O=C(NCCN1CCN(c2ccccc2)CC1)c1ccccc1F	-7	-6	3	14	0.4	-4	14	6	-7
CCN(CC)S(=O)(=O)c1ccc2[nH]c(=O)cc(C(=O)NCC3CCCO3)c2c1 (configuration not stated)	6	4	-3	-5	1.7	-4	-2	-5	-3

# Fetched one by one from the entries so far (2):
SMILES	Mdm2 MdmX PPI	Jurkat NFkB inh	EBI2 antag	697 NFkB inh	UPR CHOP act	UPR XBP1 act	CCR6 antag	CXCR6 inh	Gli-Sufu block
COc1ccc(CNC(=O)c2sc(=S)n(-c3ccc(OC)cc3)c2N)cc1	12	12	3	23	-0.9	-2	3	7	-1
N/C(=N\OC(=O)CSc1ccccc1)c1ccccn1	-28	-92	-6	-63	3.4	1	-7	-3	-34

# Further records
SMILES	Mdm2 MdmX PPI	Jurkat NFkB inh	EBI2 antag	697 NFkB inh	UPR CHOP act	UPR XBP1 act	CCR6 antag	CXCR6 inh	Gli-Sufu block
O=C(Nc1ccc2c(c1)OCO2)C1CCN(S(=O)(=O)c2cccs2)CC1	0	-12	18	14	1.5	1	18	-1	-18
COc1c2ccoc2c(OC)c2oc(=O)ccc12	9	-4	5	-5	-2.7	-2	-2	-2	-3
COCC(C)n1c(SCC(=O)N2CC(=O)Nc3ccccc32)nc2ccccc2c1=O (configuration not stated)	4	5	7	7	1.4	-1	4	-2	-5
Cc1ccc(-n2ncc(Cl)c2C(=O)NC2CC2)cc1	-45	-64	7	-96	3.4	-2	3	7	-81
CC/C(=N\Nc1ccc([N+](=O)[O-])cc1[N+](=O)[O-])c1ccc(O)cc1	47	21	22	6	1.4	-4	11	-9	11
Fc1ccccc1NC(=S)NCc1ccc(Cl)cc1	9	-8	-3	-10	0.3	-2	5	-4	21
COC(=O)c1ccc2c(c1)C(=O)N(C1CCCCC1)C2=O	-5	-2	10	-12	2.1	-3	8	-1	2
O=C(C[C@H]1C[C@H](C(=O)N2CCOCC2)[C@@]2(CCC3CCCC3)c3[nH]c4ccc(Cl)cc4c3CCN2C1=O)NCCN1CCOCC1	37	x	-8	0	2.8	5	-5	3	-3
CN1C(=O)c2oc3ccccc3c(=O)c2C1c1cccnc1 (configuration not stated)	17	10	7	14	1.7	-3	10	-3	9
CCCC(=O)c1cc(F)c(N2CCN(CCC#N)CC2)cc1C	12	-17	2	8	-1.6	-2	4	-11	0
COCCOC(=O)N/C=C\c1nc2ccccc2c(=O)[nH]1	30	18	-16	5	0.7	0	8	5	0
O=C(Nc1ccccc1)c1cc([N+](=O)[O-])ccc1Cl	11	3	-7	19	0.6	-8	9	-6	-5

# Entries of single compounds, looked up by structure:
# CCc1noc(N)c1C(=O)Nc1ccc(F)c(Cl)c1 in the list: Mdm2 MdmX PPI: 14; Jurkat NFkB inh: -2; EBI2 antag: -4; 697 NFkB inh: 8; UPR CHOP act: -0.7; UPR XBP1 act: -2; CCR6 antag: -15; CXCR6 inh: 0; Gli-Sufu block: -15
# O=C(O)c1ccc(S(=O)(=O)N2CCCCCC2)cc1 in the list: Mdm2 MdmX PPI: 4; Jurkat NFkB inh: -16; EBI2 antag: -1; 697 NFkB inh: -9; UPR CHOP act: -0.7; UPR XBP1 act: 0; CCR6 antag: 0; CXCR6 inh: -3; Gli-Sufu block: 2

# Next part:
SMILES	Mdm2 MdmX PPI	Jurkat NFkB inh	EBI2 antag	697 NFkB inh	UPR CHOP act	UPR XBP1 act	CCR6 antag	CXCR6 inh	Gli-Sufu block
CCOc1ccc(N=Nc2c(C)[nH]n(-c3ccccc3)c2=O)cc1	37	15	-5	10	1.0	0	19	10	3
CC(Sc1ccc([N+](=O)[O-])cn1)C(=O)Nc1nccs1 (configuration not stated)	4	11	5	-1	2.8	2	6	-6	-8
CCCC(C)NS(=O)(=O)c1ccc(OC)c(C)c1 (configuration not stated)	16	6	-14	2	-2.1	1	3	-9	-8
COc1cc(/C=N/NC(=O)c2ccc(CSc3nc4ccccc4[nH]3)cc2)ccc1O	-6	-19	-3	-1	0.9	-1	5	-14	-5
CCN(CCN1CCCC1)C(=O)c1cc(COc2ccccc2SC)on1	25	-2	1	-32	-0.4	1	20	10	8
CCOC(=O)/C=C1\CN(CCC(C)C)S(=O)(=O)c2ccccc21	-4	7	-8	-2	-0.3	1	17	9	3
Cc1cccc2cc(CN(CC3CCCO3)S(=O)(=O)c3ccccc3)c(=O)[nH]c12 (configuration not stated)	-9	-8	0	1	0.9	-2	2	-2	4
COc1ccc2[nH]c(C(=O)O)c(CCN3C(=O)c4ccc(C(=O)O)cc4C3=O)c2c1	11	-1	11	-16	2.9	-3	13	2	5
Cc1ccc(C(=O)N/N=C\c2ccc([N+](=O)[O-])s2)cn1	27	17	-15	15	0.1	-2	-12	-4	33
O=C1CCC(/C=C/c2ccccc2)=NN1Cc1ccc(Cl)c(Cl)c1	-16	5	-8	14	-0.6	2	-7	-7	6
O=C(Nc1nc(-c2ccc3c(c2)OCCO3)cs1)c1ccco1	-128	-131	-7	-205	0.0	-6	x	-1	x
COc1cccc(C2C(C(=O)c3ccco3)=C(O)C(=O)N2CCN(C)C)c1OC (configuration not stated)	1	-8	-12	-7	-1.3	-2	-9	-5	18
NC(=O)Cn1cnc2c(nnn2-c2cccc(Cl)c2)c1=O	16	-4	-13	-2	2.8	1	-1	-5	2
CCOC(=O)C1CCN(C(=S)Nc2cc(C)ccc2C)CC1	0	8	-1	-25	0.6	-3	-8	-5	-8
OCC1OC(n2cnc3c(=S)nc[nH]c32)CC1O (configuration not stated)	x	x	1	x	x	x	-1	-3	4
CN(C)c1ccc(CNC(=O)CCS(=O)(=O)c2ccc3c(c2)oc(=O)n3C)cc1	-4	6	0	1	1.3	-2	-8	2	0
CC(=O)N1CCCc2cc(S(=O)(=O)N3CCCC(C(=O)N4CCN(c5cc(C)ccc5C)CC4)C3)ccc21 (configuration not stated)	25	20	18	-23	4.3	-5	17	7	50
COCCN(C(=O)COC(=O)CCC(=O)c1ccc(C)cc1)c1c(N)n(Cc2ccccc2)c(=O)[nH]c1=O	13	9	1	-8	-0.8	-6	-6	0	-1
CCCC(C)C(=O)Nc1ccccc1C(=O)OCC (configuration not stated)	9	3	8	0	1.1	0	2	-7	100*
CCc1c(C#N)c(=O)[nH]c(=O)n1-c1ccccc1	-5	-7	-5	-1	-0.7	-3	1	4	-1
COc1ccc(C2C(C(=O)OCC(=O)N3CCCCC3)CCC(=O)N2c2ccc(OC)cc2)cc1 (configuration not stated)	-8	5	-2	-5	-1.0	1	9	-3	5
COc1ccc(CNC(=O)CSc2ncn[nH]2)cc1OC	-38	-13	-2	-12	0.7	4	2	5	29
CCc1nnc(NC(=O)c2cc(OC)c(OC)cc2[N+](=O)[O-])s1	-12	7	-5	25	-1.5	-2	2	1	-2
COc1ccccc1NC(=O)C(C)Sc1nnc2ccccn12 (configuration not stated)	-16	5	0	-1	1.0	2	-2	1	-17
COc1ccccc1CNC(=O)c1cc2ccccc2o1	-16	10	-3	7	2.5	-5	11	4	14
Cc1ccc(CNC(=O)C2CCN(C(=O)Nc3ccccc3)CC2)cc1	-16	9	32	3	1.6	-3	2	3	-13
Cc1cccn2c(=O)c3cc(C#N)c(=NC(=O)c4ccco4)n(Cc4ccco4)c3nc12	31	4	-6	-17	1.7	-3	11	4	-1
Nc1c(S(=O)(=O)c2cccs2)c2nc3ccccc3nc2n1Cc1ccc2c(c1)OCO2	29	-6	26	12	3.4	-3	0	3	6
N#C/C(=C\c1ccccc1C(F)(F)F)C(=O)Nc1ccccc1F	13	4	-35	4	1.4	0	14	-2	2
O=C(c1ccc(F)cc1)C1CCN(Cc2ccc(F)cc2)CC1	2	10	3	-7	2.0	-2	-4	-7	x
C=CCn1c(COc2ccc(F)cc2)nnc1SCC(=O)c1c[nH]c2c(CC)cccc12	14	7	-2	26	1.3	-2	12	-2	-3
COc1ccc(C(=O)CSc2nnc(CNC(=O)c3ccco3)n2C)cc1OC	26	7	-3	9	1.6	-5	7	9	9
CCC(C(=O)Nc1cccc(C(=O)O)c1)c1ccccc1 (configuration not stated)	5	-10	-13	-2	-0.3	-5	-3	9	-3
CCOc1ccc2nc(NC(=O)c3ccc(S(=O)(=O)N4CCOCC4)cc3)sc2c1	-2	0	-2	-9	2.6	-1	17	-4	6

# Bioassay records (PubChem)
